MITF inh – MITF inhibitors, primary screen, biochemical, AlphaScreen, human; inhibition, % at 2.6 µM; actives 0.91% (n = 650,000); AlphaScreen MITF homodimerization, bead proximity signal; Microphthalmia-associated transcription factor (Homo sapiens), O75030; in the data active means inhibition above about 50%;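 further: 0% = vehicle wells with protein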
Target sequence (O75030 whole entry, looked up): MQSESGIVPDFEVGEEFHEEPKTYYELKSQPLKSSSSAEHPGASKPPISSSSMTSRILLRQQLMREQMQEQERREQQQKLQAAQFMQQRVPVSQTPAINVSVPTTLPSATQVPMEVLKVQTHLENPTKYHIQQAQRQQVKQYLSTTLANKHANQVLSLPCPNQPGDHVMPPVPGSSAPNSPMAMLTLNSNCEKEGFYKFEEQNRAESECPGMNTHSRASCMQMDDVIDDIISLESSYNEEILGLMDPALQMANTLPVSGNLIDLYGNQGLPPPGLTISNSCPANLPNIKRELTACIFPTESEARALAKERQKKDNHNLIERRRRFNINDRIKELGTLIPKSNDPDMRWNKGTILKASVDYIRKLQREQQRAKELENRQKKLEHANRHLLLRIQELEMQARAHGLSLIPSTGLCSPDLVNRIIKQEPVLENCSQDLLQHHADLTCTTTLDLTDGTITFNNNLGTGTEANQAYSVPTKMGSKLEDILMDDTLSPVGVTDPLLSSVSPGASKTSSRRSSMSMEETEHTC
TEAD-YAP inh – TEAD-YAP interaction inhibition, primary screen, TEAD-YAP interaction inhibitor project, luminescence, HEK-TIYL cells. actives 1.4% (n = 640,000). inhibition, % at 9.12 µM. AID 1259422, 2018. TEAD-Gal4/YAP UAS-luciferase luminescence; in the data active means inhibition above about 32%;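 further: 0% = median of test compound wells and 100% = reference inhibitor wells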
FBW7 activator – FBW7 E3 ligase activators, primary screen, biochemical, AlphaScreen, human; actives 0.13% (n = 650,000); F-box/WD repeat-containing protein 7 (Homo sapiens), Q969H0; AID 1259310, 2017; normalized activity (activation), % at 26.1 µM; AlphaScreen FBW7–phospho-cyclin E peptide binding, activator screen; in the data active means normalized activity above about 1.9%;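 further: purified mutant Fbw7 with reduced substrate affinity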
GPR151 activ – activators of human GPR151, primary screen, cell-based, PathHunter beta-arrestin, luminescence; G-protein coupled receptor 151 (Homo sapiens), Q8TDV0; PathHunter beta-arrestin GPR151 cells; activation, % at 11.2 µM; actives 1% (n = 650,000); in the data active means activation above about 4.9%;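 further: 0% = median of compound wells and 100% = cells with positive control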
Target sequence (Q8TDV0 whole entry, looked up): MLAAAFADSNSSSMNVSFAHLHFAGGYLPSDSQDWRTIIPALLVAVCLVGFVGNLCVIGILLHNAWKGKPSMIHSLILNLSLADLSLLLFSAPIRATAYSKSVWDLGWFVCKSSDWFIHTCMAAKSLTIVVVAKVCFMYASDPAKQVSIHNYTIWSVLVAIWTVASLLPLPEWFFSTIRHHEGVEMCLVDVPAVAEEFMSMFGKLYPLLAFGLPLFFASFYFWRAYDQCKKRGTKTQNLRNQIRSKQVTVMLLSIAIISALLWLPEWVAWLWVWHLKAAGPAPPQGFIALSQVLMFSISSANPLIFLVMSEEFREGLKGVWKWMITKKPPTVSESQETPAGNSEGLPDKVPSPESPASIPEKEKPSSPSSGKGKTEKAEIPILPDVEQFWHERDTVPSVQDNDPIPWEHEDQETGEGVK
* hit, by the source's call; . = not tested or not shown; & = joins results of further samples; ! = a repeat was not active. An unsorted share of the library; 3.4% or so of the library scored in one or more.

SMILES	MITF inh	TEAD-YAP inh	FBW7 activator	GPR151 activ
CC(=O)Oc1ccc(N2C(=O)C3C4C=CC(C4)C3C2=O)cc1[N+](=O)[O-] (stereo not given)	-17.5	-9.0	-0.3	0.4
COc1ccc(C2/C(=C(/O)c3ccc(C)cc3)C(=O)C(=O)N2CC(C)O)cc1OC (stereo not given)	67.9*	5.2	0.0	-0.1
CCc1ccc(-n2c(=S)sc3c(=O)[nH]c(SCC(=O)c4ccc(Cl)cc4)nc32)cc1	1.0	4.4	0.1	0.5
CCOc1ccc(N(C(=O)c2c(F)cccc2F)C2C=CS(=O)(=O)C2)cc1 (stereo not given)	5.1	3.5	0.2	1.2
Cc1ccc(S(=O)(=O)/C=C2\SCC(=O)N2CC(=O)c2ccccc2)cc1	4.5	-6.8	0.0	1.1
COc1ccccc1C(=O)NC(=S)Nc1ccc(NC(C)=O)cc1	1.7	-54.1	-0.1	-0.1
O=C1c2ccccc2C(=O)N1Cc1nc2cc(Cl)ccc2c(=O)o1	-14.8	-2.3	0.0	3.0
COc1cc(NC(=O)Cc2cn(-c3ccc(Nc4cc(OC)c(OC)c(OC)c4)nn3)c3ccccc23)cc(OC)c1OC	6.7	13.0	-0.1	0.6
Cc1noc(NS(=O)(=O)c2ccc(NC(=O)NC(C)(C(F)(F)F)C(F)(F)F)cc2)c1C	2.9	5.5	0.0	1.2
COC(=O)Cn1cnc(S(=O)(=O)N2CCCC2)c1	8.5	-0.9	0.1	2.0
CN(C1CCCCC1)S(=O)(=O)c1cc(Br)cnc1N	9.6	0.3	0.0	0.7
CCOC(=O)c1c(NC(=O)Cn2ccc([N+](=O)[O-])n2)sc2c1CCC2	1.1	-9.2	-0.1	-0.4
CC1(C)CC(=O)C(C=NCc2cccc(F)c2)=C(O)C1	6.2	5.2	0.0	1.2
CCCC(=O)N1c2ccccc2-c2nnc(SC)nc2OC1c1ccc(OC)cc1 (stereo not given)	18.6	-16.4	0.2	-0.9
CN(C)CCNc1oc(-c2ccc(Cl)cc2)nc1C#N	16.2	-7.9	0.2	-2.8
COc1ccc(C(C)NCCO)cc1OC (stereo not given)	2.1	-0.3	0.1	-0.1
COc1ccccc1NC1=C(N2CCOCC2)C(=O)c2ccccc2C1=O	-5.6	6.2	-0.2	0.3
CCCc1c(OCCCOc2ccc(OCC(=O)O)cc2)ccc(C(C)=O)c1O	7.6&4.3	4.6&1.8	-0.1&-0.1	1.8&-0.8
COc1ccc(N2C(=O)CC(NCCc3ccc(OC)c(OC)c3)C2=O)cc1 (stereo not given)	-6.8	-8.5	-0.1	0.3
NC(=O)COC(=O)c1cc(S(=O)(=O)N2CCOCC2)ccc1F	2.5	-8.9	0.1	1.5
COC(=O)C(C)Sc1nnc(CSc2ncccn2)n1-c1ccc(Cl)cc1 (stereo not given)	23.4	16.7	0.7	-0.1
COc1cccc(/C=C2/N=C(c3ccc(Cl)c([N+](=O)[O-])c3)OC2=O)c1OC	5.4	-10.7	-0.1	-0.3
CC(=O)C1=C(C)N(Cc2ccccc2)C(=O)N[C@H]1c1cccc(F)c1	27.3	.	-0.2	6.9*
COc1ccc(C(=O)N/C(=C\c2ccc(Cl)cc2)C(=O)NCCCN(C)C)cc1	-21.8	2.8	0.2	-1.6
Cc1ccc(CNCc2c(C(=O)O)n(Cc3ccccc3Cl)c3ccccc23)cc1	8.9	13.6	-0.1	-0.4
Cc1c(C(C)NC(=O)CCn2cnc3ccccc3c2=O)cnn1-c1ccccn1 (stereo not given)	5.2	-23.1	0.6	1.9
COc1cc(C2C(C(=O)N3CCCCC3)=C(C)NC3=C2C(=O)CCC3)cc(Br)c1O (stereo not given)	0.1	-11.2	-0.2	1.0
O=C(O)c1cccc(S(=O)(=O)Oc2ccccc2F)c1	4.6	-13.6	0.2	-0.5
COc1ccc(N2CCN(S(=O)(=O)N3CCCC3)CC2)cc1	-12.5	6.5	-0.2	2.9
CSc1ccccc1C(=O)Nc1nc2nc(C)cc(C)c2s1	2.8	-12.2	8.8*	-0.1
CCOC(=O)NC(=O)COC(=O)[C@@H](NS(=O)(=O)c1ccccc1)C(C)C	-10.7	1.9	0.0	-1.1
CC1=C(C(=O)O)N2C(=O)[C@@H](NC(=O)C(N)C3=CCC=CC3)[C@H]2SC1 (stereo not given in full)	1.6&-2.9	2.9&-6.0	0.6&0.1	8.4*!
CC1CCCN(C(=O)C2CCC(CNS(=O)(=O)c3cccc4cccnc34)CC2)C1 (stereo not given)	-7.2	-3.6	-0.1	0.3
O=CN1CCN(C(C(=O)NC2CCCCC2)c2cc3c(cc2[N+](=O)[O-])OCO3)CC1 (stereo not given)	12.3	-8.6	0.1	-0.8
Cc1cc(=O)[nH]c(SSc2nc(C)cc(=O)[nH]2)n1	-13.9	-2.8	-0.1	-1.9
COc1ccccc1NC(=O)c1sc(=S)n(-c2ccc(C)c(C)c2)c1N	7.6	-21.0	-0.7	2.6

Pulled by structure from the entries so far (2):
SMILES	MITF inh	TEAD-YAP inh	FBW7 activator	GPR151 activ
COc1ccccc1NC(=O)c1sc(=S)n(-c2ccc(C)c(C)c2)c1N	7.6	-21.0	-0.7	2.6
CC1CCCN(C(=O)C2CCC(CNS(=O)(=O)c3cccc4cccnc34)CC2)C1 (stereo not given)	-7.2	-3.6	-0.1	0.3

(listing goes on)
SMILES	MITF inh	TEAD-YAP inh	FBW7 activator	GPR151 activ
COc1cccc(C(=O)NCC2CCCN2S(=O)(=O)c2cccs2)c1 (stereo not given)	7.0	-4.8	-0.1	-0.8
Cc1cccc(-n2c(O)cnc2Nc2nc(C)cc(C)n2)c1	9.5	-10.7	0.2	-0.5
CN1CCC(N2CCN(c3ccccc3Cl)CC2)CC1	55.2*	2.7	0.1	1.6
CCOCCOC(=O)C1=C(C)NC2=C(C(=O)CC(c3ccc(OC)cc3)C2)C1c1ccc(N(CC)CC)cc1 (stereo not given)	-11.0	3.5	0.3	1.6
COc1ccc(SCCCC(=O)NCc2ccccc2)cc1	-6.0	19.1	-0.1	-1.6
CC(C)CNCC(O)COC1CCCc2ccccc21 (stereo not given)	35.2	0.3	-0.2	1.6
O=C(O)C1CCN(S(=O)(=O)c2cccc3nsnc23)CC1	-6.7&0.1	0.4&-1.5	0.0&0.6	0.5&0.9
COc1ccccc1/C=C/CN1CCC2(CCC(CNC(=O)c3cc(C)nn3C)O2)CC1 (stereo not given)	1.7	6.0	-0.2	-1.8
CN(C)c1nc2ccc(OCC(=O)O)cc2s1	3.1	7.1	0.0	0.9
CCCCN1C(=O)CCc2cc(NS(=O)(=O)CC(C)C)ccc21	-5.7	10.2	0.1	0.1
COc1ccc(S(=O)(=O)N2CCC(O)(c3cccnc3)CC2)cc1	-12.3	-3.4	-0.1	-0.3
COc1ccc(NC(=O)C2(N(Cc3ccccc3)C(=O)Cc3nc(N)n[nH]3)CCCCC2)cc1	21.5	-5.7	-0.4	-1.8
O=S1(=O)N=C(CN2CCCN(Cc3ccccn3)CC2)Nc2ccccc21	25.4	-0.6	-0.3	-1.5
O=C(CCN1C(=O)C2C3CCC(C3)C2C1=O)OCC(=O)c1ccc(Br)cc1 (stereo not given)	-16.8	-2.5	0.0	0.3
COc1cccc(NC(=O)CCC2CCN(C(=O)c3c4c(nn3C)CCCC4)CC2)c1	2.2	8.6	0.0	-0.4
Cc1ccccc1C1(CC(=O)N2CCC(C)CC2)CC(=O)N(C2CC2)C1=O (stereo not given)	8.3	-7.1	0.3	0.1
COc1ccc(NC(=O)c2cc(Br)ccc2Cl)c(OC)c1	8.0	1.4	0.1	3.3
Cc1cc([N+](=O)[O-])c(NC2(C(=O)O)CCCCC2)c([N+](=O)[O-])c1	1.1	-6.3	0.3	1.6
CC(C)C(NS(=O)(=O)c1cccs1)C(=O)NC1CCCCCC1 (stereo not given)	-7.2	-14.3	0.0	-0.3
CCCCCOC(=O)Cn1c(N2CCN(C)CC2)nc2c1c(=O)[nH]c(=O)n2C	-13.8	-9.6	-0.1	1.2
N#Cc1c(N)n(-c2cccc(S(=O)(=O)N3CCOCC3)c2)c2nc3ccccc3nc12	3.5	-6.1	0.0	2.0
Cc1ccc(-n2c(=O)c3sccc3n(CC(=O)N3CCCC3)c2=O)cc1F	-6.1	4.0	0.0	-0.5
Cc1nc(SCCNC(=O)CC2C(=O)NCCN2CC(C)(C)C)n[nH]1 (stereo not given)	5.9	-1.7	0.0	0.6
Cc1cc(Br)ccc1NCc1ccccn1	67.4*	-12.0	0.0	-0.3
Cc1cc(=O)[nH]c(NNS(=O)(=O)c2ccc3ccccc3c2)n1	8.0	-1.6	-0.1	0.4
O=C(CSc1cccc2cccnc12)N1CCCCC1	-7.6	-19.5	-0.4	-0.4
CC/C(=N/NC(=O)CNc1ccccc1OC)c1ccccc1	4.4	2.8	0.5	-1.0
CCN(CC)C(=O)CSc1nc2c(sc(=S)n2-c2c(C)cccc2C)c(=O)n1-c1c(C)cccc1C	-6.9	1.2	0.0	-1.3
CC(=O)N(CN1C(=O)C2CCCCC2C1=O)c1ccccc1 (stereo not given)	-1.4	9.7	-0.1	1.2
CCOC(=O)c1ccc(-c2coc3cc(O)c(CC)cc3c2=O)o1	-14.3	1.1	-0.1	0.4
Cc1ccc2c(c1)C(c1ccccc1)N(C(=O)C(C)(C)C)CC(=O)N2 (stereo not given)	0.9	2.4	0.0	-0.1
CCOc1ccc(-n2c(=S)sc3c(=O)[nH]c(SCc4ccc(OC(F)(F)F)cc4)nc32)cc1	-5.9	0.6	-0.1	0.3
O=C(NCc1cccnc1)C(=O)NCC1CCCO1 (stereo not given)	4.9	-6.7	0.0	2.2
COc1ccc(NC(=O)CN(C2CCCCC2)S(C)(=O)=O)cc1OC	16.5	1.6	0.5	-0.6
CCC1=NN(C(=O)C(=O)Nc2ccc(Br)cc2)C(O)(C(F)(F)F)C1 (stereo not given)	-19.5	-2.2	-0.1	1.5
Cc1ccc(NS(=O)(=O)CC23CCC(CC2=O)C3(C)C)cc1S(=O)(=O)N(C)C (stereo not given)	5.2	-0.8	-0.1	3.3

Full records from above. Order of screens: MITF inh, TEAD-YAP inh, FBW7 activator, GPR151 activ
Cc1ccc(NS(=O)(=O)CC23CCC(CC2=O)C3(C)C)cc1S(=O)(=O)N(C)C (stereo not given) is entered as 5.2, -0.8, -0.1, 3.3
Cc1ccc2c(c1)C(c1ccccc1)N(C(=O)C(C)(C)C)CC(=O)N2 (stereo not given) is entered as 0.9, 2.4, 0.0, -0.1
CCOc1ccc(-n2c(=S)sc3c(=O)[nH]c(SCc4ccc(OC(F)(F)F)cc4)nc32)cc1 is entered as -5.9, 0.6, -0.1, 0.3
CCC1=NN(C(=O)C(=O)Nc2ccc(Br)cc2)C(O)(C(F)(F)F)C1 (stereo not given) is entered as -19.5, -2.2, -0.1, 1.5
CCN(CC)C(=O)CSc1nc2c(sc(=S)n2-c2c(C)cccc2C)c(=O)n1-c1c(C)cccc1C is entered as -6.9, 1.2, 0.0, -1.3

Given in CSV form: entries from further up.
compound,MITF inh,TEAD-YAP inh,FBW7 activator,GPR151 activ
Cc1ccc(S(=O)(=O)/C=C2\SCC(=O)N2CC(=O)c2ccccc2)cc1,4.5,-6.8,0.0,1.1
COc1ccccc1C(=O)NC(=S)Nc1ccc(NC(C)=O)cc1,1.7,-54.1,-0.1,-0.1

Remaining list, next part:
SMILES	MITF inh	TEAD-YAP inh	FBW7 activator	GPR151 activ
O=C(CCC1CCCN(Cc2ccccc2)C1)N1CCN(c2ccccn2)CC1 (stereo not given)	6.3	8.4	-0.1	0.4
Fc1ccc(OCCOc2cccc3cccnc23)cc1	11.3	-24.1	0.4	0.8
Cc1nn(-c2ccc(Br)cc2)c2c1C(c1ccc(OCc3ccccc3)cc1)=C(C#N)C(N)O2 (stereo not given)	2.2	-37.7	-0.3	-1.3
CCCCCSc1nnc2c(n1)OC(c1cccc(F)c1)N(C(C)=O)c1ccccc1-2 (stereo not given)	-1.2	11.8	-0.1	1.8
Cc1ccnc(NC(=O)COc2ccc([N+](=O)[O-])cc2)c1	-8.3	-69.5	-0.1	-0.5
COc1ccc(-c2csc(NS(=O)(=O)c3ccc(Cl)c([N+](=O)[O-])c3)n2)cc1	-6.9	-25.8	-0.3	-0.1
CCCCC1CN(CCNC(=O)c2cnsn2)Cc2ccccc2O1 (stereo not given)	-11.7	-2.1	0.1	-1.0
COc1nc(Nc2ccc(N)cc2)nc(OC(C(F)(F)F)C(F)(F)F)n1	14.5	7.5	0.1	-0.7
Cc1cccc(C2N3CC4(C(C)C)CN2CC(C(C)C)(C3)C4=O)c1 (stereo not given)	23.9	-1.4	1.5	0.5
Cc1ccc2nc3n(c2c1)C(=O)C1C2c4ccccc4C(c4ccccc42)C31 (stereo not given)	1.9	13.0	0.2	0.1
N#Cc1c(-c2ccncc2)cc(-c2ccc(F)cc2)nc1N	6.4	-7.2	-0.1	-0.9
O=C(NCC1CCCCC1)C(=O)Nc1ccc(Cl)cc1	8.3	-0.1	0.2	-0.7
N#C/C(=C(/O)COC(=O)CNC(=O)c1ccc(Cl)cc1Cl)c1nc2ccccc2[nH]1	2.8	11.6	-0.1	-0.8
COCCNC(=O)C1CC(c2c(F)cccc2Cl)=NO1 (stereo not given)	6.1	7.2	0.1	0.2

Screens from PubChem.
